HIV fusion peptide: inhibitors of HIV fusion peptide binding, primary screen, biochemical, uHTS, fluorescence dequenching (AID 1986); hit rate 0.3% among 290,000; cell-free peptide binding, fluorescence dequenching, 30 min; higher % means a stronger effect; inhibition, % at 20 µM, or IC50 in µM where a hit was titrated; in the data active = inhibition mostly above about 52%, no sharp cut-off; inactive = mostly below about 76%; note: some results filed as inactive read as strong as hits
AID2073: inhibitors of Mint1-CaV2.2 protein interaction, biochemical, HTRF (AID 2073); inhibition, % at 20 µM; hits with a dose series show IC50 in µM; Voltage-dependent N-type calcium channel subunit alpha-1B (Homo sapiens); hit rate 0.19% among 290,000; HTRF protein-protein interaction, Mint1-CaV2.2; higher % means a stronger effect; in the data active = inhibition mostly above about 51%, no sharp cut-off; note: some results filed as inactive read as strong as hits
Insulin prom up: insulin promoter activators in MIN6 cells, imaging, high-content screening, mouse beta cells | hit rate 0.3% among 190,000 | MIN6 insulin promoter-GFP reporter; active compounds read high | AID 1625, 2009 | z-score at 5 µM;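 active = z-score above 3 at 5 µM with at least 500 cells counted in the well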
WT yeast gro inh: growth inhibition of WT strain, primary screen, mitochondrial fusion inhibitor project, WT and mutant strains, chemical genetic; mitochondrial fusion phenotypic screen; inhibition, % at 10 µM; hit rate 2.1% among 190,000; in the data active = inhibition above about 58%; tested in S. cerevisiae
Autophagy mod: autophagy modulators in MEF cells, primary screen, imaging, high-content, MEF GFP-LC3; MEF GFP-LC3 puncta imaging; test concentration mostly 10 µM; calls only at 10 µM (by protocol); hit rate 0.98% among 190,000; AID 463193, 2010;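 active = percentage of spot-positive cells more than 3 SD above its plate mean, without a fluorescence outlier flag or 80% toxicity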;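 note: spot-positive cell cutoff set from DMSO-treated cells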
bCat nuc transl: modulators of beta-catenin nuclear translocation, primary screen, imaging, HeLa cells, immunofluorescence, high-content; nuclear translocation activity, % at 5 µM; hit rate 0.3% among 190,000; AID 1665, 2009;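 active = nuclear translocation activity above 50% at 5 µM, with a well cell count of 50 or more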;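 note: per-cell ratio of nuclear to cytoplasmic median beta-catenin stain intensity; plate controls were DMSO negative control for no effect and GSK-3 inhibitor IX positive control for full effect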
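System: Human HeLa cells, endogenous beta-catenin | Compound dosing: 5 µM primary, 0.02–20 µM confirmation | Timing: 24 h compound exposure at 37°C, 5% CO2 | Measured by: Fluorescence imaging of beta-catenin antibody stain plus DAPI | Read-out basis: % activation of per-cell nuclear versus cytoplasmic median beta-catenin signal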
MT stabilizer: microtubule stabilizers in HeLa cells, primary screen, imaging, high-content imaging. HeLa tubulin immunostaining HCS, 24 h; share of cells brighter than vehicle mean+2SD. % tubulin-high responders, % at 10 µM. hit rate 0.83% among 200,000. AID 2205, 2009;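 active = plate Z-score above 3 for both tubulin-high and condensed-nucleus cell shares, with cell loss under 80%, at 10 µM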;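 note: anti alpha tubulin signal scored within the nucleus-defined area of each cell; some results filed as inactive read as strong as hits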
Yfh1-depleted yeast: enhancers of respiration in Yfh1-depleted yeast, dose response, Friedreich's ataxia, plus single-dose screen (AID 1465); hit rate 0.074% among 220,000; fold induction at 50 µM, or EC50 in µM where a hit was titrated; S. cerevisiae Yfh1-off respiration, WST-1 reduction, 72 h; higher fold induction means a stronger effect;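 active = fold induction of absorbance versus untreated yeast above a set limit, then at least 30% activation at any dose in follow-up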;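 note: activators that raise dye reduction in frataxin-depleted yeast; strong numbers were not always called active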
Dynein transport: inhibitors of GR-EGFP nuclear translocation, primary screen, dynein cargo transport inhibitor project, imaging, high-content, 3617.4 mouse cells; test concentration mostly 20 µM; stimulated with dexamethasone, 1 µM; active compounds read low; z-score, hits read low; hit rate 0.47% among 220,000; AID 1381, 2008;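 active = plate z-score of nuclear minus cytoplasmic receptor signal below a set negative limit, without overly bright fluorescence or cell loss, cut at about -3.5 in these data, passing the limit was not always enough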;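 note: z-score of nuclear minus cytoplasmic ring GR-EGFP intensity difference per well; some compounds called inactive have numbers as strong as hits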
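Also added: dexamethasone, 1.0 µM final. Medium: tet-free, stripped-serum medium. Detection: fixed, Hoechst-stained cells imaged at 10x for EGFP. Read-out: nuclear-to-cytoplasmic GR-EGFP distribution per well. Times: induction 48 h, compound 1 h, agonist 30 min.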
WT yeast gro inh mutant strain: also measured in WT yeast gro inh; calls as there; inhibition, %; mitochondrial fusion phenotypic screen, mutant strain inhibition
Dynein transport cytoplasmic EGFP: also measured in Dynein transport; calls as there; z-score; measured here: cytoplasmic GR-EGFP intensity; active compounds read high
Dynein transport nuclear GR-EGFP: second read-out of Dynein transport, no call of its own (marks repeat the call); z-score; measured here: nuclear GR-EGFP intensity;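 lower value marks the stronger effect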
Dynein transport cell count: recorded beside Dynein transport, whose call it bears; z-score; measured here: cell count per field
Insulin prom up cell count: also measured in Insulin prom up; calls as there; cell count; measured here: cytotoxicity, nuclei count;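 total cells summed across four imaged fields per well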
bCat nuc transl cell count 5 µM: further read-out of bCat nuc transl, marked with its call; cell count; measured here: cell count, cytotoxicity flag
MT stabilizer Hoechst-high %: second read-out of MT stabilizer, no call of its own (marks repeat the call); % Hoechst-high responders; measured here: nuclear condensation Hoechst responders;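 share of cells brighter than vehicle mean plus two SD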
MT stabilizer cytotoxicity %: further read-out of MT stabilizer, marked with its call; toxicity, %; measured here: cytotoxicity by cell density;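 0% = mean cell density of plate MIN control wells and 100% = no cells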
Autophagy mod cell loss 18 h: recorded beside Autophagy mod, whose call it bears; toxicity, %; measured here: cell loss, nuclei count;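 cell loss after 18 h compound exposure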
An asterisk follows results filed as active; i = inactive; nt = no result given; + = active, no number.

Values run as follows: WT yeast gro inh | Dynein transport cell count | Insulin prom up | MT stabilizer cytotoxicity % | MT stabilizer | WT yeast gro inh mutant strain | HIV fusion peptide | MT stabilizer Hoechst-high % | Autophagy mod cell loss 18 h | bCat nuc transl | bCat nuc transl cell count 5 µM | Dynein transport | Dynein transport cytoplasmic EGFP | Autophagy mod | Dynein transport nuclear GR-EGFP | AID2073 | Insulin prom up cell count | Yfh1-depleted yeast
NC(=O)CC(NC(=O)Cc1ccc(Br)cc1)c1ccc(NCc2ccccn2)c([N+](=O)[O-])c1 (stereo not drawn)
 : nt | 0.358 | 0.58 | nt | nt | nt | -2.6% | nt | nt | -0.6 | 1381 | -0.116 | -0.162 | nt | -0.0471 | -6.1% | 1071 | i
CC(C)C[C@H](NC(=O)NCCc1ccc(Cl)cc1)C(=O)O
 : -7.8 | -0.288 | 0.11 | 5.2 | 1.9 | 2.1 | 1.6% | 1.7 | -10.6 | -5.4 | 1047 | 2.46 | -0.243 | i | 1.47 | 13.0% | 1270 | i
COC(=O)c1ccccc1NC(=O)CSc1ccccc1
 : -18.1 | 0.768 | 0.94 | 4.5 | 3.5 | -18.8 | 0.0% | 2.0 | 10.1 | -6.3 | 909 | -0.72 | -0.22 | i | -0.192 | -4.8% | 1198 | i
Cc1nn(-c2ccc(F)cc2)c(Cl)c1/C=C/C(=O)OCC(=O)Nc1ccc(F)cc1F
 : 6.1 | 0.0757 | 0.16 | 6.9 | 3.6 | 0.8 | 4.2% | 3.1 | 21.8 | -0.1 | 1068 | 0.103 | -0.244 | i | 0.175 | 9.8% | 1561 | i
Fc1ccc(-c2ncc3ccccn23)cc1
 : -9.0 | 0.0379 | 0.43 | 7.8 | 2.5 | -8.7 | -2.4% | 2.5 | -4.0 | -0.9 | 949 | 0.149 | -0.0227 | i | 0.378 | -9.8% | 1528 | i
CC(C)(C)n1ncc2c(=O)n(CC(=O)NCc3ccco3)cnc21
 : -12.8 | 0.495 | nt | 0.8 | 4.0 | -6.1 | 0.5% | 1.3 | 1.0 | -0.6 | 251 | -0.346 | -0.259 | i | -0.312 | 3.7% | nt | i
Clc1ccc(Oc2ncnc3oc(-c4ccccc4)cc23)cc1
 : 10.0 | 0.677 | 0.3 | 4.8 | 2.6 | -4.3 | -4.4% | 2.6 | -31.4 | -1.2 | 1377 | -0.137 | -0.185 | i | 0.471 | 28.5% | 1578 | i
CCOc1cc(CNCCSc2nnnn2C)cc(Br)c1OCc1ccccc1
 : 0.9 | 0.321 | -1.87 | 5.5 | 2.4 | -0.4 | -2.5% | 1.2 | -2.8 | 5.6 | 882 | 1.34 | -0.251 | i | 1.01 | -3.3% | 548 | i
Cn1c(CNc2nc(-c3ccccc3)cs2)nnc1SCC(=O)c1ccccc1
 : -26.1 | 0.224 | 0.2 | 9.1 | 4.6 | 19.3 | -0.8% | 2.2 | 8.2 | 4.7 | 1069 | -0.673 | -0.0566 | i | -0.106 | 38.5% | 1017 | i
Cc1ccc(-c2nc(CSCC(=O)Nc3cc(C)on3)c(C)o2)cc1
 : 0.1 | -1.31 | 0.61 | 3.9 | 2.9 | -4.2 | 0.3% | 3.3 | -3.6 | -1.5 | 1214 | 1.46 | -0.00992 | i | 0.949 | 0.2% | 954 | i
C=C(C)c1cccc(C(C)(C)NC(=O)Nc2ccc(C(C)=O)cc2)c1
 : 16.6 | 0.305 | -0.14 | 5.0 | 6.5 | 4.6 | 1.4% | 1.2 | 7.1 | -6.3 | 561 | 0.192 | -0.188 | i | 0.233 | -1.5% | 1223 | i
Cn1cc(CN2CCCC(C(=O)c3ccc(-c4ccccc4)c(F)c3)C2)cn1 (stereo not drawn)
 : 41.1 | -0.402 | -1.04 | 7.0 | 2.2 | 59.3 | -1.3% | 2.6 | -1.2 | 6.0 | 986 | 0.185 | 0.0139 | i | 0.3 | 6.8% | 1332 | i
CCCCCn1c(SCCc2ccccc2)nc2c1c(=O)[nH]c(=O)n2C
 : 6.6 | -0.677 | -0.93 | 8.8 | 0.5 | 13.0 | -1.7% | 1.5 | 1.6 | -1.8 | 924 | 2.95 | -0.23 | i | 0.699 | 0.1% | 1252 | i
CCn1c(=S)[nH]c2cc(C(=O)O)ccc21
 : -8.3 | 0.354 | 0.15 | 3.0 | 1.0 | -10.1 | 2.5% | 1.9 | 3.6 | -1.7 | 1042 | -0.746 | -0.224 | i | -0.229 | 10.4% | 1118 | i
Cc1ccc(NC(=O)NCc2ccc3c(c2)OCO3)cc1C
 : -6.6 | -0.334 | -1.11 | 8.6 | 2.4 | -6.8 | -0.1% | 1.6 | 20.4 | -2.6 | 1269 | 0.393 | -0.191 | i | 0.299 | 0.8% | 1374 | i
COc1ccc(S(=O)(=O)N2CCn3c2nc2ccccc23)cc1
 : 5.3 | 2.13 | 0.15 | 28.5 | 0.8 | 3.5 | 1.8% | 0.0 | 4.6 | -0.4 | 1114 | -2.56 | 12.1 | i | 1.27 | 2.8% | 1174 | i
O=C(OCC#CCSc1nnc(-c2ccc(Br)cc2)o1)c1ccco1
 : 28.1 | -0.257 | 0.43 | 11.5 | 4.8 | 38.2 | -2.3% | 3.3 | -4.3 | -1.9 | 998 | -0.395 | -0.193 | i | 0.0495 | -4.1% | 1404 | i
Cc1cc2c(c(=O)n1Cc1cccnc1)C(Cc1ccccc1)C(C#N)=C(N)O2 (stereo not drawn)
 : 6.7 | 0.504 | 0.33 | 8.6 | 4.3 | -5.5 | 2.2% | 3.2 | 1.6 | -1.2 | 1157 | -0.414 | -0.291 | i | -0.0233 | -11.9% | 1101 | i
CCOC(=O)C1(CC2CCCCO2)CCN(Cc2nc3ccccc3nc2C)CC1 (stereo not drawn)
 : -2.0 | 1.2 | nt | 4.5 | 2.4 | 0.9 | 1.4% | 1.8 | 4.0 | -0.3 | 941 | -0.848 | -0.23 | i | -0.174 | 0.3% | nt | i
CCN1CCN(Cc2ccc(NC(=O)c3ccc(C)c(NC(=O)C[C@@H]4NC(=O)[C@H](Cc5ccccc5)NC4=O)c3)cc2C(F)(F)F)CC1
 : nt | -0.822 | nt | nt | nt | nt | -0.9% | nt | nt | -0.3 | 1345 | 1.25 | -0.5 | nt | 0.762 | 6.2% | nt | i

3 entries out of the list above, sorted by the value under Dynein transport cell count, smallest number first:
compound | Dynein transport cell count
CCN1CCN(Cc2ccc(NC(=O)c3ccc(C)c(NC(=O)C[C@@H]4NC(=O)[C@H](Cc5ccccc5)NC4=O)c3)cc2C(F)(F)F)CC1 | -0.822
CCCCCn1c(SCCc2ccccc2)nc2c1c(=O)[nH]c(=O)n2C | -0.677
Cc1cc2c(c(=O)n1Cc1cccnc1)C(Cc1ccccc1)C(C#N)=C(N)O2 (stereo not drawn) | 0.504

More entries.
Values run as follows: WT yeast gro inh | Dynein transport cell count | Insulin prom up | MT stabilizer cytotoxicity % | MT stabilizer | WT yeast gro inh mutant strain | HIV fusion peptide | MT stabilizer Hoechst-high % | Autophagy mod cell loss 18 h | bCat nuc transl | bCat nuc transl cell count 5 µM | Dynein transport | Dynein transport cytoplasmic EGFP | Autophagy mod | Dynein transport nuclear GR-EGFP | AID2073 | Insulin prom up cell count | Yfh1-depleted yeast
N=c1c(-c2nc3ccccc3[nH]2)cc(C(=O)c2cccs2)nn1-c1ccccc1
 : -8.7 | -0.549 | nt | 4.6 | 3.3 | -7.4 | -1.8% | 2.0 | 10.4* | -2.0 | 549 | 0.284 | 0.756 | + | 0.652 | 11.0% | nt | i
O=C(N/N=C/c1ccccc1)c1cc(=O)[nH]c2ccccc12
 : -13.9 | -0.0604 | nt | 4.5 | 6.1 | 0.8 | -0.8% | 2.4 | -17.0 | 0.3 | 926 | -0.0324 | -0.209 | i | -0.13 | 6.8% | nt | i
Cc1cc(C)n(-c2ccc([N+](=O)[O-])cc2-c2nn[nH]n2)n1
 : -8.0 | -0.0291 | 0.14 | 2.6 | 3.2 | 7.5 | -1.9% | 3.1 | 1.8 | 0.4 | 1050 | -0.158 | -0.341 | i | -0.435 | -7.5% | 1220 | i
CN(C)CCNc1nc(-c2ccccc2)nnc1C(F)(F)F
 : 13.0 | 0.252 | 0.38 | 2.2 | 2.3 | 5.7 | -2.4% | 1.8 | -11.4 | -0.2 | 1320 | -0.179 | -0.167 | i | -0.282 | 2.8% | 1624 | i
CCCCNC(=S)N(Cc1c(C)noc1C)c1ccccc1
 : 2.0 | -0.0911 | 0.9 | 6.9 | 4.6 | -17.2 | -3.2% | 2.1 | 7.3 | 1.3 | 1048 | -0.249 | -0.0623 | i | 0.0814 | 7.1% | 1290 | i
CCc1[nH]c(=O)c(C#N)c2c1CSC(C)(C)C2
 : 4.7 | 1.59 | 0.33 | 8.0 | 4.4 | -6.8 | -1.0% | 3.7 | -10.9 | -2.2 | 1211 | -0.353 | -0.256 | i | -0.243 | 17.4% | 1202 | i
CC(=O)NC1=NN(C(C)=O)C(c2ccco2)S1 (stereo not drawn)
 : nt | -1.16 | -0.14 | nt | nt | nt | 1.3% | nt | nt | 1.3 | 1338 | 0.618 | 0.336 | nt | 1.1 | -8.2% | 992 | i
Cc1cc(C(=O)N/N=C/c2sc(N3CCOCC3)nc2-c2ccccc2)c(C)o1
 : -11.8 | -0.257 | 0.4 | 8.0 | 3.2 | -0.4 | 0.0% | 3.4 | 3.0 | 0.0 | 1067 | 1.05 | -0.168 | i | 0.546 | 21.4% | 1238 | i
COC(=O)[C@H]1C[C@@H]1[C@H](NS(=O)(=O)c1ccccc1)c1ccccc1
 : -1.6 | 0.446 | 0.34 | 0.9 | 5.0 | -5.2 | 0.5% | 2.9 | 26.1 | -0.3 | 487 | -1.02 | -0.277 | i | 0.0805 | -4.0% | 1224 | i
